Xi reactivation – activators of X-chromosome reactivation in mouse fibroblasts. XiGFP mouse fibroblasts, % GFP-positive cells imaging, 3 d; cells co-treated with 5-aza-dC sensitizer; scaled so ellipticine positive control = 100%. activation, % at 7.58 µM. AID 743238. 360,000 tested, 0.055% active;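 active = mean normalized replicate activation at least 10% and every replicate at or above 10%; inconclusive = only one of the two criteria met; inactive = mean below 10% and not all replicates reach 10%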;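 also: 0% = median of on-plate neutral control wells and 100% = ellipticine 6 µM median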
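System: SV40-immortalized XiGFP fibroblast cells, line 68-5-11 / Incubation: 3-day compound exposure, then 15 min fixation at room temperature / Compound: single concentration per compound, delivered by pin transfer / Buffer or medium: DMEM plus 5-aza-dC sensitizer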
Cneo AK release – Cryptococcus neoformans lysis via adenylate kinase release; C. neoformans lysis, adenylate kinase release luminescence, 4 h; normalised: neutral wells 0, clomiphene wells 100; lysis activity, % at 15 µM; 360,000 tested, 0.2% active;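 active = mean lysis activity across replicates of at least 80%, whatever share of replicates individually reach that level; inactive = mean lysis activity below 80%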
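Material – Cryptococcus neoformans yeast cells · Quantity – 5 × 10^6 yeast cells/mL · Buffer or medium – YPD medium · Compound – single dose · Timing – 4 h static compound exposure, 37 °C, read 1 h post-reagent · Signal – adenylate kinase release luminescence · Read-out basis – lysis from increased AK signal · Benchmarks – Clomiphene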
SIRT5 block – blocks human SIRT5 desuccinylation of peptide; Purified SirT5, succinyl-peptide AMC, trypsin-coupled fluorescence; inhibition, % at 15 µM; 330,000 tested, 1.1% active; AID 652115; in the data active = inhibition above about 15%; inconclusive = no clear call, values can overlap the other calls
Target sequence (Q9NXA8 whole entry, looked up): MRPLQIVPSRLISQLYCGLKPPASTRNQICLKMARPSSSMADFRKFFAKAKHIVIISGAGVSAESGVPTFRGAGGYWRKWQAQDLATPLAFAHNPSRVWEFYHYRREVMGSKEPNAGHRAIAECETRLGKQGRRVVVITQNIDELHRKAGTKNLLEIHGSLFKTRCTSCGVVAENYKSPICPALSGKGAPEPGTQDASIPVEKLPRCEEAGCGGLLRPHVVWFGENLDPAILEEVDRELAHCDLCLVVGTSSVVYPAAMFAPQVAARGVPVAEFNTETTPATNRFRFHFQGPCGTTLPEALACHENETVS
LGR2 antag – blocks bursicon-induced cAMP signaling via Drosophila LGR2; inhibition, % at 9.99 µM; AID 720647; 380,000 tested, 0.35% active; HEK293 LGR2, CRE-luciferase, bursicon-stimulated, 4 h;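 active = drop in luminescence signal, shown as inhibition above about 50% in the replicate tests, limit read from the data, passing the limit was not always enough; inconclusive = probably only some replicates passing the limit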;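 also: agonist challenge used bursicon conditioned medium at about half maximal strength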
S100A4 inh HTS – blocks human S100A4 binding to myosin IIA peptide | 360,000 tested, 0.14% active | S100A4/TAMRA-MyoIIA peptide fluorescence polarization | inhibition, % at 10.7 µM;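 active = mean inhibition of at least 70% across replicates, with every replicate also reaching that level; inconclusive = mean inhibition reaches 70% but some replicates fall short; inactive = mean inhibition below 70%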
Target sequence (P26447 whole entry, looked up): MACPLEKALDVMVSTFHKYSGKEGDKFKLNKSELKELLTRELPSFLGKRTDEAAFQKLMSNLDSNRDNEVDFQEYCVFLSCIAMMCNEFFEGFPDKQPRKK
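Material: S100A4 monomer protein / Buffer or medium: 50 mM HEPES pH 7.2, 10 mM CaCl2, 100 mM KCl / Times: 5 min incubation before reading / Benchmarks: neutral control DMSO, positive control TFP / Reagent: labelled myosin peptide probe, 5 nM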
ERAP1 HTS inh – ERAP1 (human) enzyme inhibition. Q9NZ08. recombinant ERAP1, Leu-AMC fluorescence, 60 min. inhibition, % at 10.7 µM. 340,000 tested, 0.15% active;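 active = mean replicate inhibition of at least 30%, or all replicates individually reaching that 30% level; inactive = mean below 30% and not every replicate reaching it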;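 also: 0% = neutral control wells and 100% = L-leucinethiol positive control wells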
PGC1a acetyl inh – lowers PGC1a acetylation signal in U2OS cells; 350,000 tested, 0.17% active; AlphaScreen anti-acetyl-lysine; with virally co-expressed GCN5 acetyltransferase; AID 651687; inhibition, % at 15.6 µM;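 active = every replicate shows inhibition of at least 40%; inconclusive = mean inhibition at least 40% but some replicate below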;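 also: 0% = neutral control wells and 100% = positive control wells; some results beyond the cut were filed as inactive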
C2C12 statin – suppression of simvastatin myotoxicity | AID 602340 | 330,000 tested, 0.78% active | C2C12 myotubes + simvastatin, ATP luminescence, 48 h; scaled: DMSO 0, geranylgeraniol control 100 | rescue of ATP level, % at 7.49 µM;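 active = mean ATP rescue above about 67%, or every replicate alone reaching that limit, limit read from the data, passing the limit was not always enough; inconclusive = no clear call, values can overlap the other calls; inactive = mean under the limit and some replicate under it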;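 also: myotubes were challenged with 10 µM simvastatin during compound exposure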
* marks the source's active call; other numbers are inactive results; ? = inconclusive; nt = not tested or not shown; & = joins results of further samples. A portion of the library; the hit share may differ from the screen's.

SMILES	Xi reactivation	Cneo AK release	SIRT5 block	LGR2 antag	S100A4 inh HTS	ERAP1 HTS inh	PGC1a acetyl inh	C2C12 statin
COc1cccc(CNC(=O)CCC(=O)N2CCSc3ccccc32)c1OC	-0.1	0	-8	7	10	-1	-10	9
O=[N+]([O-])c1cc(Cl)ccc1NCCc1ccccn1	0.2	nt	0	-30	2	3	5	9
CC(C)C[C@@]12C(=O)N(c3cccc(Cl)c3)C(=O)N1[C@H](c1ccc(F)cc1)[C@@H]1C(=O)N(C3CCCCC3)C(=O)[C@@H]12	1.3	-3	nt	-2	-2	nt	nt	1
CNC(=O)C[C@@H]1CC[C@H]2[C@@H](COc3ccc(NC(=O)c4ccc5c(c4)OCO5)cc3C(=O)N2C)O1	0.2	-3	nt	-2	nt	nt	-8	-14
Cc1nc(NC(=O)c2cccs2)ccc1Br	0.1	nt	nt	-59	2	-2	-2	2
O=C(CN1C(=O)NC(CCc2ccccc2)C1=O)Nc1cccc(Br)c1 (configuration not stated)	0.4	4	1	-8	-3	-1	0	12
CCNC(=O)Nc1ccc2c(c1)C(=O)N(C)[C@@H]1CC[C@@H](CC(=O)NCCOC)O[C@H]1CO2	0.3	6	-5	3	10	-5	1	-23
O=C(Cn1cc(SCc2cccc(Cl)c2)c2ccccc21)N1CCOCC1	0.5	0	nt	-14	nt	nt	2	-13
COC(=O)c1sccc1NC(=O)CC1C(=O)NCCN1C(=O)c1ccc(N(C)C)cc1 (configuration not stated)	0.2	-1	-4	11	-7	3	nt	8
CC/C(=C\c1oc2cc3ccccc3cc2[n+]1CC)Nc1ccccc1	0.0	0	3	30	-3	5	-3	-12
C[C@H]1CN([C@@H](C)CO)C(=O)c2ccccc2-c2ccccc2CO[C@H]1CN(C)C(=O)CCC(F)(F)F	0.1	-2	-4	10	-7	-1	6	nt
Cc1cc(C)cc(C(=O)N2CCC(CCC(=O)NC3CC3)CC2)c1	-0.1	1	-2	20	3	1	-4	nt
Cc1noc(C)c1S(=O)(=O)N(C)C[C@@H]1Oc2ccc(NC(=O)Nc3cccc4ccccc34)cc2CC(=O)N([C@@H](C)CO)C[C@H]1C	0.1	0	6	-14	-4	0	8	12
COc1ccc(S(=O)(=O)N[C@H]2CC[C@@H](CC(=O)O)O[C@H]2CO)cc1	0.0	-1	-1	2	-1	2	-12	2
Cc1cc(C(=O)OCC(=O)N2CC(=O)Nc3ccccc32)c(C)n1-c1ccc(F)cc1	0.2	6	nt	14	nt	nt	-16	nt
COCC(=O)N1C[C@@H]2[C@H](c3ccccc31)[C@@H](CO)N2C(=O)Nc1ccccc1F	0.3	-2	-1	13	6	2	1	-6
COCC1CCN(C(=O)CCc2nnc(C3(c4ccc(Cl)cc4)CCC3)o2)CC1	-0.1	3	1	-15	-3	-5	-3	-7
COc1ccc(Br)cc1CN1CCN(S(=O)(=O)Cc2ccccc2)CC1	0.1	0	-4	12	-2	2	nt	-6
C[C@@H]1CCCCO[C@H](CN(C)S(=O)(=O)c2ccccc2)[C@H](C)CN([C@@H](C)CO)C(=O)c2cc(N(C)C)ccc2O1	0.7	nt	nt	14	nt	nt	-12	42
CO[C@H]1CC[C@@H]2CCN(C)C(=O)[C@@H](C)[C@H](OC)CN(C)C(=O)c3cc(C#N)ccc3OC[C@H]1O2	0.0	3	3	-10	13	0	15	0
COc1ccccc1S(=O)(=O)Nc1ccc2c(c1)C(=O)N(C)C[C@@H](OC)[C@H](C)CN[C@@H](C)CO2	0.1	-3	-1	1	3	nt	5	3
CN(C)CC(=O)N1CCCCN2[C@@H](CO)[C@@H](c3ccc(-c4cccc(C(=O)N(C)C)c4)cc3)[C@@H]2C1	0.2	-5	-3	13	-21	1	5	-10
COc1cccc(C(=O)Nc2ccc3c(c2)OC[C@H](C)N(C(=O)C2CCCC2)C[C@@H](C)[C@@H](OC)CN(C)C3=O)c1	0.2&0.1	-6	3&0	-13&-10	-8&-2	0&-4	nt	-5
Fc1ccc(C2CCCN2Cc2nc(CC3CC3)no2)cc1 (configuration not stated)	-0.1	0	3	-11	-2	-1	-8	5
CC(NC(=O)C1CCC(CNS(=O)(=O)c2ccc3c(c2)C(C)(C)C(=O)N3C)CC1)c1ccccc1 (configuration not stated)	0.1	-1	nt	13	5	-2	4	nt

The list goes on.
SMILES	Xi reactivation	Cneo AK release	SIRT5 block	LGR2 antag	S100A4 inh HTS	ERAP1 HTS inh	PGC1a acetyl inh	C2C12 statin
CCOC(=O)C(=O)N1CCC(C(=O)OCC)CC1	2.6	-2	-4	-10	-3	nt	27	2
C[C@@H]1CN([C@@H](C)CO)C(=O)c2cc(NS(=O)(=O)c3cccs3)ccc2O[C@@H](C)CCCCO[C@@H]1CN(C)Cc1ccc2c(c1)OCO2	0.0	7&8	nt	-8	nt	nt	2&4	nt
COc1ccc(-c2ccc3c(c2)[C@@H]2[C@@H](CCN2C(=O)Cc2cccnc2)[C@@H](CO)N3C)cc1	0.2	-6	2	-14	1	-2	-12	52
CCOc1ccc(NC(=O)CN2C(=O)NC(CCSC)C2=O)cc1 (configuration not stated)	0.2	nt	0	8	-11	3	2	nt
CCOC(=O)Cc1ccc2sc(-c3ccccc3)nc2c1	0.0	-11	nt	-26	nt	nt	-8	-3
COCc1cn(CC[C@H]2CC[C@@H](NC(=O)Nc3ccc(C(F)(F)F)cc3)[C@@H](CO)O2)nn1	0.3	3	6	2	14	0	-1	-5
COC(=O)[C@]12C[C@H](CC(=O)NCCCCc3ccccc3)C(=O)N(Cc3ccc4c(c3)OCO4)C1=C[C@H](COCc1ccccc1)O[C@@H]2C	-0.1	nt	nt	16	-1	-1	nt	nt
O=C(COC(=O)c1cccc([N+](=O)[O-])c1)NC1CCCC1	-0.1	0	0	-4	2	2	-1	3
CCc1ccc(N(C(=O)CNC(=O)c2ccco2)C(C(=O)NC2CCCC2)c2cccnc2)cc1 (configuration not stated)	0.0	nt	3	3	9	-4	nt	-1
CC(=O)NC(c1ccc(Cl)cc1)c1ccc2cccnc2c1O (configuration not stated)	0.3	2	1	nt	-4	-1	-7	-43
Cc1ccc(S(=O)(=O)NCC(C)n2cncn2)cc1C (configuration not stated)	0.0	-1	nt	-4	-2	1	nt	2
Cn1c(=O)c2c(SCc3ccccn3)nc(CC(C)(C)C)nc2n(C)c1=O	0.1	-2	-1	13	2	8	-5	-1
COP(=O)(CN(Cc1ccccc1)C(=S)Nc1c(C)cccc1C)OC	0.1	nt	0	-12	0	-3	7	nt
CCN(CC)C(=O)C1=C(C)N(Cc2ccc(F)cc2)C(=O)C(CC(=O)NCc2ccco2)C1 (configuration not stated)	-0.1	-1	-4	-1	0	nt	-4	0
C[C@@H]1CCCCO[C@@H](CN(C)C(=O)Nc2ccc3c(c2)OCO3)[C@@H](C)CN([C@H](C)CO)C(=O)c2cc(NS(=O)(=O)c3ccccc3)ccc2O1	0.1	5	-5	9	2	1	1	nt
O=C(CN1CCN(C(=O)CNC(=O)c2ccc(-c3ccccc3)cc2)CC1)Nc1ccccc1Cl	0.0	0	-3	?	5	-2	nt	-29
COc1cccc(NC(=O)N(C)C[C@H]2OCc3cn(nn3)CCCC(=O)N([C@@H](C)CO)C[C@H]2C)c1	0.0	5	-3	-7	-5	-3	3	12
COc1ccc(OC)c(-c2cc(C(=O)N/N=C/c3ccc(F)cc3)c3ccccc3n2)c1	0.0	1	-4	-4	0	1	1	nt
COc1ccc(C2CC(c3ccccc3)=NN2C(=O)CSc2ncn[nH]2)cc1 (configuration not stated)	0.0	nt	-4	-4	-7	3	-16	nt
COCc1[nH]nc2c1C(c1ccc(F)cc1)N(c1ccccc1)C2=O (configuration not stated)	-0.2	nt	nt	-17	-6	-2	nt	nt
COCC(=O)Nc1cc(C)cn(Cc2ccc(F)cc2)c1=O	-0.1	-1	-3	-2	-4	-2	3	-8
C[C@@H]1CN([C@H](C)CO)S(=O)(=O)c2ccc(C3=CCCC3)cc2O[C@@H]1CN(C)C(=O)c1ccccc1	-0.5	1	-5	3	-12	1	6	-95
Cc1ccc(S(=O)(=O)N(C)C[C@@H]2OCCCC[C@@H](C)Oc3ccc(NS(=O)(=O)c4cccs4)cc3C(=O)N([C@H](C)CO)C[C@@H]2C)cc1	-0.1	1	14	2	-10	0	-4	nt
O=[N+]([O-])c1cc([N+](=O)[O-])c(Oc2c(Cl)cccc2Cl)cc1NN1CCCCC1	-0.2	-1	-2	5	-1	-5	-2	-30
C[C@H]1CN([C@@H](C)CO)C(=O)c2cc(N(C)C)ccc2O[C@H]1CN(C)Cc1ccc2c(c1)OCO2	-0.5	-14	-5	11	6	0	2	-11
O=C(C[C@@H]1C[C@@H]2c3cc(NC(=O)c4cccnc4)ccc3O[C@@H]2[C@H](CO)O1)NCCN1CCCCC1	0.0	-3	3	10	30	1	-13	3
Cc1nc2ccc(S(=O)(=O)NCC(=O)Nc3ccc(F)cc3)cc2s1	0.1	0	-1	-1	-1	2	-10	-11

Arranged by heavy-atom count (high to low): nine of the compounds above.
SMILES	Xi reactivation	Cneo AK release	SIRT5 block	LGR2 antag	S100A4 inh HTS	ERAP1 HTS inh	PGC1a acetyl inh	C2C12 statin
COC(=O)[C@]12C[C@H](CC(=O)NCCCCc3ccccc3)C(=O)N(Cc3ccc4c(c3)OCO4)C1=C[C@H](COCc1ccccc1)O[C@@H]2C	-0.1	nt	nt	16	-1	-1	nt	nt
C[C@@H]1CN([C@@H](C)CO)C(=O)c2cc(NS(=O)(=O)c3cccs3)ccc2O[C@@H](C)CCCCO[C@@H]1CN(C)Cc1ccc2c(c1)OCO2	0.0	7&8	nt	-8	nt	nt	2&4	nt
O=C(C[C@@H]1C[C@@H]2c3cc(NC(=O)c4cccnc4)ccc3O[C@@H]2[C@H](CO)O1)NCCN1CCCCC1	0.0	-3	3	10	30	1	-13	3
O=C(CN1CCN(C(=O)CNC(=O)c2ccc(-c3ccccc3)cc2)CC1)Nc1ccccc1Cl	0.0	0	-3	?	5	-2	nt	-29
Cn1c(=O)c2c(SCc3ccccn3)nc(CC(C)(C)C)nc2n(C)c1=O	0.1	-2	-1	13	2	8	-5	-1
COP(=O)(CN(Cc1ccccc1)C(=S)Nc1c(C)cccc1C)OC	0.1	nt	0	-12	0	-3	7	nt
CC(=O)NC(c1ccc(Cl)cc1)c1ccc2cccnc2c1O (configuration not stated)	0.3	2	1	nt	-4	-1	-7	-43
COCC(=O)Nc1cc(C)cn(Cc2ccc(F)cc2)c1=O	-0.1	-1	-3	-2	-4	-2	3	-8
Cc1ccc(S(=O)(=O)NCC(C)n2cncn2)cc1C (configuration not stated)	0.0	-1	nt	-4	-2	1	nt	2
